# Screening results deposited in PubChem by The Scripps Research Institute Molecular Screening Center.
# FBW7 act: FBW7 E3 ligase activators, primary screen, biochemical, AlphaScreen, human. actives 0.13% (n = 650,000). normalized activity (activation), % at 26.1 µM. F-box/WD repeat-containing protein 7 (Homo sapiens), Q969H0. AlphaScreen FBW7–phospho-cyclin E peptide binding, activator screen; in the data active = normalized activity above about 1.9%;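 note: purified mutant Fbw7 with reduced substrate affinity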
# MITF inh: MITF inhibitors, primary screen, biochemical, AlphaScreen, human. AlphaScreen MITF homodimerization, bead proximity signal. actives 0.91% (n = 650,000). Microphthalmia-associated transcription factor (Homo sapiens), O75030. inhibition, % at 2.6 µM; in the data active = inhibition above about 50%;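 note: 0% = vehicle wells with protein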
# Target sequence (O75030 whole entry, looked up): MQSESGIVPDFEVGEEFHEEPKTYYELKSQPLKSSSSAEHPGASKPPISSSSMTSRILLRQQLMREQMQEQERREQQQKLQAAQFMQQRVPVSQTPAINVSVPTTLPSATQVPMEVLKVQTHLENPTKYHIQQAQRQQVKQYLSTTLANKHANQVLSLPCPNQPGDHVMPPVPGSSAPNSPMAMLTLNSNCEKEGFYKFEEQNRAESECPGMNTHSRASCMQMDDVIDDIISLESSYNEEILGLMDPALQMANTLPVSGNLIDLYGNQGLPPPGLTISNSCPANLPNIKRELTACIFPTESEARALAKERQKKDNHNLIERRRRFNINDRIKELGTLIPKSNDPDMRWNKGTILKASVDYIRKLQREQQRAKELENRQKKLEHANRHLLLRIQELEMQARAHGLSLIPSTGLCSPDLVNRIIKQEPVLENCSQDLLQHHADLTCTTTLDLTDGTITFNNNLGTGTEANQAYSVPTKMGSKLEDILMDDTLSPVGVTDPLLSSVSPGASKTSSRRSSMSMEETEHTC
# GPR151 ag: activators of human GPR151, primary screen, cell-based, PathHunter beta-arrestin, luminescence; G-protein coupled receptor 151 (Homo sapiens), Q8TDV0; PathHunter beta-arrestin GPR151 cells; activation, % at 11.2 µM; actives 1% (n = 650,000); AID 1508602, 2020; in the data active = activation above about 4.9%;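 note: 0% = median of compound wells and 100% = cells with positive control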
# Target sequence (Q8TDV0 whole entry, looked up): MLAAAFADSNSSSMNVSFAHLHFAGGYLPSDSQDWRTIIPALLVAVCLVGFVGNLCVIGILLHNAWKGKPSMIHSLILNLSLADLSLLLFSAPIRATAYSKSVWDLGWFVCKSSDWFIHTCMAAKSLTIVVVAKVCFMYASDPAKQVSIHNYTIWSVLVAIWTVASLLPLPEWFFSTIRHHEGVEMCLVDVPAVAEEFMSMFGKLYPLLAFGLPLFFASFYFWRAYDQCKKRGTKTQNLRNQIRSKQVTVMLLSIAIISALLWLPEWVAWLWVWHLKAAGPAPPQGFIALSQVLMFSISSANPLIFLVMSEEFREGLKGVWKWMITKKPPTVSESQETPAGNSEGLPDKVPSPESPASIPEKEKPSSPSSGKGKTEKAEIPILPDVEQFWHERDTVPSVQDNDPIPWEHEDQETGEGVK
# TEAD-YAP inh: TEAD-YAP interaction inhibition, primary screen, TEAD-YAP interaction inhibitor project, luminescence, HEK-TIYL cells. TEAD-Gal4/YAP UAS-luciferase luminescence. AID 1259422, 2018. actives 1.4% (n = 640,000). inhibition, % at 9.12 µM; in the data active = inhibition above about 32%;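 note: 0% = median of test compound wells and 100% = reference inhibitor wells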
# Starred values were filed as active, the others as inactive; nt = no result given.
SMILES,FBW7 act,MITF inh,GPR151 ag,TEAD-YAP inh
CC(Oc1ccccc1F)C(=O)Nc1ccc([N+](=O)[O-])cc1 (stereo not given),0.1,7,3.0,5
COc1ccc(CNC(=O)CSc2nnc(-c3ccccc3OC)n2-n2cccc2)cc1,-0.3,12,0.3,7
COc1ccc(C(=O)N2CCN(Cc3cccc(OC)c3OC)CC2)cc1OC,-0.1,44,-0.2,-2
Cc1cc(NS(=O)(=O)c2ccc(N3CCCC3=O)cc2)no1,0.4,11,-0.5,4
COc1ccccc1-c1cnc2ccc(NCc3cccs3)nn12,1.9*,-6,-0.4,-11
Cc1ccc(C)c(NC(=O)Cn2ccc([N+](=O)[O-])n2)c1,0.1,23,1.2,11
Cc1nnc(SCC(=O)Nc2ccc(F)cc2)n1C1CCCCC1,-0.2,1,-0.1,3
CCOC(=O)c1c(NC(=O)c2cccs2)sc(C(=O)Nc2ccccc2C(F)(F)F)c1C,0.0,4,-1.1,-11
COc1cc(CN2CCN(Cc3c(F)cccc3Cl)CC2CCO)cc(OC)c1 (stereo not given),0.0,10,0.4,3
Cn1cc(SCC(=O)Nc2ccccc2C(F)(F)F)c2ccccc21,nt,-9,2.6,nt
CCOC(Cn1c(SCC(=O)NCCc2ccc(S(N)(=O)=O)cc2)nc2ccccc2c1=O)OCC,0.7,12,-0.5,2
Cc1c(C(=O)OCC(=O)Nc2ccc(C(N)=O)cc2)cccc1[N+](=O)[O-],0.3,-1,2.8,-9
Cc1nc(SCC(O)CO)c([N+](=O)[O-])[nH]1 (stereo not given),0.0,14,-0.8,5
Cn1c(SCC(=O)c2ccccc2)nnc1-c1cccc(N)c1,0.0,-1,0.5,-39
CSc1nc(N)nc(SCCS(=O)(=O)c2ccc(C)cc2)c1C#N,-0.3,9,-0.8,9
CCOC(=O)c1c2n(c3nc4ccccc4nc13)CCCN2,0.1,-6,-0.8,2
O=C(Cn1nc(-c2ccoc2)oc1=O)N1CCCCCC1,0.0,1,-1.0,-9
COc1ccccc1NC(=O)C1=C(C)NC2=C(C(=O)CC(C)(C)C2)C1c1cccc(O)c1 (stereo not given),2.4*,11,-1.1,1
COc1ccccc1N1CCN(C(=O)c2sc3ccccc3c2Cl)CC1,-0.2,1,-0.7,-7
COc1cc([N+](=O)[O-])ccc1-n1c(C)cc(C=O)c1C,0.1,1,-1.7,-8
O=S(=O)(Cc1ccccc1)NCC1CCCN(Cc2cn[nH]c2C2CCCCC2)C1 (stereo not given),-0.1,2,0.9,8
COc1cc(C(=O)NCCCNc2nc3cc(C)ccc3cc2C#N)cc(OC)c1OC,0.1,-4,2.6,7
Cc1ccc(SCC(=O)NCCN2C(=O)CSC2=O)c(C)c1,0.1,4,0.5,-5
CCCOCCOC(=O)c1[nH]c2c(c1C)C(=O)CC(c1ccc(OC)cc1)C2 (stereo not given),0.0,11,0.6,-3
CC(C(=O)OCC(=O)N1c2ccccc2NC(=O)C1(C)C)N1C(=O)c2ccccc2C1=O (stereo not given),0.1,12,0.5,10
COCCn1c(SCC(=O)Nc2ccccc2F)nc2cccnc21,0.0,-1,0.0,-16
CC(C)(C)CNC(=O)C(=O)Nc1ccc(Cl)c(Cl)c1,0.1,7,1.8,-61
CC(=O)Oc1ccc(CC2(C)C(=O)Nc3c(C(F)(F)F)cccc32)cc1 (stereo not given),0.0,-16,0.4,1
COc1ccc(C2C/C(=N\O)C(C)(C)O2)cc1 (stereo not given),0.1,17,3.2,3
CCN(c1ccccc1)S(=O)(=O)c1cccc2nsnc12,0.2,-2,-1.2,3
Cc1ncn(-c2ccc(Nc3nccc(NC4CCNC4)n3)cc2)n1 (stereo not given),0.2,5,-0.1,-20
O=C1/C(=C/c2ccc(-c3ccc(Cl)c(Cl)c3)o2)C=C(c2ccccc2)N1c1ccc(F)cc1,0.2,7,2.0,-2
Cc1ccc(COc2ccc(C3NC(C(=O)O)CS3)cc2)cc1 (stereo not given),0.3,14,-1.4,-30
O=C(Cn1cnc2ccccc2c1=O)NCC(=O)Nc1ccccn1,0.0,16,0.9,-1
COc1ccc(CN2CCC(C(N)=O)CC2)cc1OCc1ccccc1,-0.1,48,3.6,5
O=C(CSCc1ccccc1Cl)NCc1cccs1,0.1,3,0.5,-58
C=CCn1c(SCCC(=O)NCCc2ccccc2)nc2scc(-c3ccco3)c2c1=O,0.8,22,-0.4,-10
COc1cc(C(=O)N2CCN(C(=O)CC(C)C)CC2)cc(OC)c1OC,0.1,0,1.0,2
O=C1/C(=C/c2ccc3c(c2)OCO3)N=C(c2ccc(Br)cc2)N1c1cccc(F)c1,0.0,7,2.0,7
CCCc1cc(SCC(=O)Nc2cccc(Cl)c2C)ncn1,0.1,7,-1.6,-19

# Complete entries from above.
# Listed for O=C(Cn1cnc2ccccc2c1=O)NCC(=O)Nc1ccccn1 = FBW7 act = 0.0; MITF inh = 16; GPR151 ag = 0.9; TEAD-YAP inh = -1
# Listed for COc1ccc(CN2CCC(C(N)=O)CC2)cc1OCc1ccccc1 = FBW7 act = -0.1; MITF inh = 48; GPR151 ag = 3.6; TEAD-YAP inh = 5
# Listed for C=CCn1c(SCCC(=O)NCCc2ccccc2)nc2scc(-c3ccco3)c2c1=O = FBW7 act = 0.8; MITF inh = 22; GPR151 ag = -0.4; TEAD-YAP inh = -10

# Carrying on:
SMILES,FBW7 act,MITF inh,GPR151 ag,TEAD-YAP inh
COC(=O)Cn1nnc2sc3c(c2c1=O)CCC(C)C3 (stereo not given),0.1,-4,1.3,-29
CCOc1ccc(NC(=O)C2=C(C)NC(=O)NC2c2ccc(OC)cc2)cc1 (stereo not given),0.1,-6,2.1,8
O=c1c2cn[nH]c2nc(SCc2cccc([N+](=O)[O-])c2)n1-c1ccccc1Br,-0.1,4,-0.1,-25
NC(=O)Cc1ccc(Nc2nccc(-c3ccccc3)n2)cc1,-0.1,-6,0.1,-16
COc1ccccc1C(=O)NCCn1cc(SCC(=O)Nc2cc(C)cc(C)c2)c2ccccc21,0.3,3,-0.2,8
CC(C)(C)NCCOc1ccccc1F,0.6,42,-1.4,14
COC(=O)CNC(=O)CCCCC(=O)NCC(=O)OC,0.3,17,0.0,3
CCN1CCCC(NC(=O)Cc2c[nH]c3ccccc23)C1 (stereo not given),-0.1,9,0.7,-3
CN(Cc1ccccc1)c1nc2c(c(=O)[nH]c(=O)n2C)n1Cc1ccccc1,0.0,-5,1.1,4
Cc1c(Cl)cccc1N=Cc1nc(-c2ccccc2)oc1O,-0.1,3,-0.1,4
O=[N+]([O-])c1ccc2nonc2c1NCc1ccccc1,-0.2,16,-0.6,9
CCOC(=O)C(C)Sc1nc2c(cnn2-c2ccc(F)cc2)c(=O)[nH]1 (stereo not given),0.4,14,-2.2,3
CC(C)(Oc1ccc(Cl)cc1)C(=O)N(c1ccccc1)C1C=CS(=O)(=O)C1 (stereo not given),0.1,10,1.9,7
COc1ccc(C)cc1NC(=O)CCN1CCN(c2ccccc2F)CC1,-0.1,11,0.4,3
CCOc1cc(/C=C(/C#N)c2nnc3n2CCCCC3)ccc1OC(C)=O,-0.1,9,-0.3,-4
C/C(CC(=O)Nc1ccc(Cl)c(Cl)c1)=N\NC(=O)C(=O)NC(C)C,-0.1,-13,0.4,7
COc1ccc(C(=O)NNC(=O)CCn2c3c(c4ccccc42)CCCC3)cc1OC,-0.2,-3,-0.8,-3
O=C(Nn1cnnc1)c1ccc(Br)cc1,-0.2,1,-0.6,-3
O=C(/C=C/c1ccc(Cl)cc1Cl)Nc1nc2ccccc2s1,0.4,15,-1.0,6
O=C(/C=C/c1ccccc1[N+](=O)[O-])NCc1cccnc1,0.3,11,-0.7,3
O=C(O)CCN1C(=O)COc2ccccc21,-0.1,-3,-1.5,2
COC(=O)c1c(C)oc2c1cc(NS(=O)(=O)c1ccc(C)cc1C)c1ccccc12,0.0,-24,-1.5,0
COC(=O)c1ccc(-n2cccc2)nc1,0.0,-1,0.6,-14
O=C(CNC(=O)c1ccco1)OC(c1ccccc1)c1ccccc1,0.7,20,-0.7,11
CC(C)N(CCNC(=O)c1cnc(Nc2ccc(N3CCOCC3)cc2)s1)C(C)C,-0.1,16,-1.0,0
C[n+]1cccc(/C=N/NC(=O)CC23CC4CC(CC(C4)C2)C3)c1,0.5,12,0.5,-7
O=C(NCCCN1CCN(C2CCCCC2)CC1)Nc1ccc(Cl)cc1,0.0,-1,-0.1,3
Cc1ccc(F)c(CN[C@H]2C[C@H]3C(=O)N[C@H](C(C)C)C(=O)N3C2)c1,-0.1,4,0.5,-3
CC(C)C1=NN2C(=N)/C(=C/c3ccc(OCCOc4ccc(Br)cc4)cc3)C(=O)N=C2S1,-0.1,-3,-0.5,-5
COc1ccc(CCNC(=O)CSc2nc3ccsc3c(=O)n2CCCC(=O)NCCc2ccc(S(N)(=O)=O)cc2)cc1OC,0.1,-2,1.1,13
CN(C)CCOC(=O)CCN1C(=O)/C(=C/c2cccs2)SC1=S,0.0,8,-0.3,-4
COc1ccc(OC)c(N2C(=O)CC(Cc3ccc(C)cc3)C2=O)c1 (stereo not given),0.1,9,1.7,-20
Cc1cc(-n2c(SCC(=O)NC3CCCCC3)nc3n[nH]c(C)c3c2=N)ccc1Cl,0.6,2,-0.4,3
O=c1oc2c(ccc3ccccc32)c2c1SC(C(F)(F)F)C2 (stereo not given),-0.1,-3,1.1,-8
COc1cc(C2=N/C(=C\c3coc4ccccc4c3=O)C(=O)O2)cc(OC)c1OC,0.0,1,-0.7,-8
CN(CCO)S(=O)(=O)c1ccc2c(c1)C(=NO)c1cc(S(=O)(=O)N(C)CCO)ccc1-2,-0.2,-2,0.8,10
Cc1ccccc1CNCCNC(=O)c1ccco1,0.0,31,0.2,-9
NC(=O)c1cccc(-c2cnn3ccc(NCc4cccnc4)nc23)c1,-0.6,-12,1.0,17
COC(CNC(=O)c1cccnc1SCC(=O)NCCc1ccccc1)OC,0.1,10,-1.8,6
CCC(Sc1nc2ncccc2[nH]1)C(=O)N1CCCC1 (stereo not given),-0.1,-2,2.3,-9
Cc1ccc(C(=O)COc2ccc3c(C)c(Cc4ccccc4)c(=O)oc3c2C)cc1,-0.1,-4,-1.1,-7
CC1CCN(c2cc(N3CCN(S(=O)(=O)c4ccccc4)CC3)c([N+](=O)[O-])cc2F)CC1,0.2,-13,0.7,17
Fc1cc(-c2ccnc(Nc3ccc(-n4cnc(-c5ccccn5)n4)cc3)n2)cc(N2CCOCC2)c1,0.1,2,0.5,15
CC(=O)OCC#CCSc1nc2ccccc2c(=O)[nH]1,-0.1,-2,3.0,-8
CCOc1ccccc1N(CC(=O)N1CCCCC1)S(=O)(=O)c1ccc(C)cc1,0.1,5,-0.3,-12
O=C1CN(C(=O)COC(=O)c2ccc(N3CCCCC3)c([N+](=O)[O-])c2)c2ccccc2N1,-0.1,-7,-1.8,6
Cc1ccc(CNc2nc(CN(C)C(C)c3nccs3)nc3ccccc23)o1 (stereo not given),-1.5,38,-0.5,8
N#C/C(=C\c1ccc(N2CCOCC2)cc1)C(=O)NCc1ccc(Cl)cc1,0.3,16,3.4,0

# Three entries from above in a different format:
# Value order: FBW7 act	MITF inh	GPR151 ag	TEAD-YAP inh
CCC(Sc1nc2ncccc2[nH]1)C(=O)N1CCCC1 (stereo not given)
    -0.1	-2	2.3	-9
Cc1ccc(COc2ccc(C3NC(C(=O)O)CS3)cc2)cc1 (stereo not given)
    0.3	14	-1.4	-30
O=C(CSCc1ccccc1Cl)NCc1cccs1
    0.1	3	0.5	-58

# New compounds follow:
SMILES,FBW7 act,MITF inh,GPR151 ag,TEAD-YAP inh
Cc1[nH]nc(-c2ccc(O)c(C)c2O)c1Oc1ccccc1,0.0,2,0.2,2
O=C(CSc1nc2ccccc2n1S(=O)(=O)c1ccc(Br)cc1)Nc1ccc([N+](=O)[O-])cc1Cl,-0.1,5,-0.4,3
Cc1cc(C(=O)COc2ccc(Cl)cc2)c(C)n1-c1c(C)n(C)n(-c2ccccc2)c1=O,-0.1,1,-1.4,20
CCC(Sc1nc2ccsc2c(=O)n1Cc1ccc(C(=O)O)cc1)C(=O)NCc1cccnc1 (stereo not given),0.0,0,-0.5,7
CCCN(CCC)S(=O)(=O)c1ccc(C(=O)Nc2ccc(Sc3nc4ccccc4s3)c(Cl)c2)cc1,-0.1,8,1.1,-1
C=CCOc1ccc(/C(O)=C2/C(=O)C(=O)N(CCCN3CCOCC3)C2c2ccc(OC)cc2)cc1C (stereo not given),0.0,2,2.1,-7
Cc1nc(SCC(=O)Nc2ccccc2C)n[nH]1,-0.3,12,-1.3,11
CC1CCN(C(=O)c2ccc(SCc3ccncc3)c([N+](=O)[O-])c2)CC1,0.2,14,-3.3,-19
Cc1cc(=O)[nH]c(Nc2ccc(O)cc2)n1,0.0,3,-0.7,-3
Cc1ncc(CN2CCCC(CNC(=O)c3n[nH]c4ccccc34)C2)s1 (stereo not given),0.1,-1,-0.4,5
